Screening data as filed in PubChem BioAssay.
HSP90 refold inh = HSP90 inhibitors, primary screen, cell lysate, luminescence; Heat shock protein HSP 90 (rabbit reticulocyte lysate; luciferase refolding); Rabbit reticulocyte lysate, luciferase refolding luminescence, 3 h; inhibition, % at 5.6 µM; hit rate 0.91% among 290,000; AID 1789, 2009;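 active = inhibition above the screen-wide mean plus 3 SD, computed separately per campaign, cut at about 16% in these data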;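 note: 0% = DMSO wells and 100% = 60 µM geldanamycin wells; inhibitors lower the luminescence because luciferase stays unfolded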
HSF-1 act = HSF-1 activators, primary screen, NIH3T3-HGL cells, MG132 stress, luminescence, single point. activation, % at 9 µM. NIH3T3-HGL HSF-1 luciferase reporter, 8 h; 100% = twice DMSO control signal. hit rate 1.7% among 300,000;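 active = mean replicate activation of at least 50% with a set share of replicates each reaching 50%; inconclusive = only one of those two conditions met; inactive = mean below 50% and too few replicates reaching it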;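 note: 0% = median of the neutral control wells and 100% = twice that signal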
aSyn 5UTR inh = MLPCN primary screen, SNCA 5' untranslated region | inhibition, % (tested at 7.5 µM) | hit rate 0.82% among 300,000 | AID 1813, 2009 | alpha-synuclein 5'UTR reporter, inhibitor activity; in the data active = inhibition above about 60%; inconclusive = no clear call, values can overlap the other calls;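 note: H4 neuroglioblastoma cells stably carrying SNCA 5'UTR luciferase fusion; 0% = DMSO wells and 100% = positive control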
HSF1 inh = HSF1 inhibitors in luciferase reporter cells, primary screen, cell-based, NIH3T3, luminescence; NIH3T3-HGL HSE-luciferase, MG132-induced, luminescence 8 h; hits give low values; activity change, negative = inhibition, % at 7.5 µM (by protocol); hit rate 0.77% among 300,000; AID 2098, 2009;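 active = more than half of replicate wells show activity change below -50%, luminescence cut by over half; inconclusive = some wells, but at most half, below -50%; inactive = no replicate well below -50%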;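 note: luciferase reports HSF-1 transcriptional activity via heat shock element; 0% = median of DMSO wells and -100% = zero luminescence signal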
IEC-6 tox = cytotoxicity in IEC-6 intestinal epithelial cells, primary screen, cytotoxicity control for KLF5 inhibitor project, cell-based, luminescence; IEC-6 cytotoxicity, luminescence viability; inhibition, % at 5 µM; hit rate 0.78% among 290,000; AID 1825, 2009; in the data active = inhibition above about 22%;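 note: 0% = plate median of test compound wells and 100% = cytotoxic reference compound wells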
AI-2 QS mod = Vibrio harveyi AI-2 quorum sensing modulators, primary screen, JMH597 strain, luminescence/OD600 ratio. Vibrio harveyi JMH597 AI-2 luminescence/OD600 ratio, 9 h; hits give low values; strain lacks LuxN and CqsS sensors; 0 = neutral-control median. activity change, % at 7.5 µM. hit rate 0.4% among 300,000. AID 2094, 2009; in the data active = activity change below about -75%, passing the limit was not always enough; inconclusive = no clear call, values can overlap the other calls;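 note: luminescence divided by OD600 gain over 9 h not by final OD600 alone; inactives centre near 13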
KLF5 inhibitor = KLF5 expression inhibitors, primary screen, DLD-1 cells, luminescence. DLD-1 KLF5 promoter-luciferase reporter. inhibition, % at 5 µM. hit rate 0.23% among 290,000. AID 1700, 2009;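 active = inhibition above a per-plate limit of that plate's mean compound inhibition plus 3 SD, cut at about 60% in these data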;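 note: 0% = DMSO wells and 100% = LY294002 at 200 µM; higher means less KLF5 promoter-driven luciferase light; inactives centre near -14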
HIF activator = HIF pathway transcriptional activators, primary screen, cell-based, U2OS HRE-luciferase, luminescence; U2OS HRE-luciferase reporter; normalized: DMSO 0%, desferrioxamine 100%; activation, % at 7.5 µM (by protocol); hit rate 0.32% among 300,000;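 active = mean activation of at least 10% of the iron chelator positive control signal, with at least half of replicates also reaching 10%; inconclusive = mean and replicate majority disagree about reaching 10%; inactive = mean and most replicates under 10%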
SKKanGAS inh = S. pyogenes SKKanGAS growth inhibitors in kanamycin, primary screen, streptokinase expression inhibitor project, SKKanGAS strain, BacTiter-Glo luminescence | 6 h | inhibition, % at 7.5 µM | hit rate 1.3% among 300,000 | AID 1662, 2009;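 active = mean replicate score, as percent of positive control median, at least 50; inconclusive = mean below 50 but one replicate at or above 50; inactive = mean and every replicate below 50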;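 note: strain carries kanamycin resistance gene driven by streptokinase promoter and grows in 40 µg/ml kanamycin; loss of luminescence reflects streptokinase promoter inhibition or plain growth inhibition; 0% = median of DMSO wells and 100% = positive control at its reference dose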
Platelet DG rel = inhibitors of platelet dense granule secretion, primary screen, cell-based, MLPCN, human platelets; human platelet-rich plasma, SFLLRN dense granule ATP release, luminescence; inhibition, %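 (compounds screened at 7.5 µM in platelet-rich plasma)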; hit rate 0.22% among 300,000;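 active = mean replicate score, as percent of positive control, at or above 50; inconclusive = mean below 50 but at least one replicate at or above 50; inactive = mean and every replicate below 50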
* hit, by the source's call; ? = inconclusive; · = not tested or not shown.

SMILES | HSP90 refold inh | HSF-1 act | aSyn 5UTR inh | HSF1 inh | IEC-6 tox | AI-2 QS mod | KLF5 inhibitor | HIF activator | SKKanGAS inh | Platelet DG rel
Nc1ncnc2c1ncn2CCN1CCCCC1 | 2 | -12 | 4 | 1 | -5 | 23 | -16 | 0.1 | 11 | -2
CCCC(C)c1nc(C(N)=O)c2[nH]c(=O)n(-c3ccc(OC)cc3OC)c2n1 (stereo not given) | 5 | -10 | 5 | -1 | 9 | -7 | 10 | -0.7 | 1 | -59
Cc1ccccc1NC(=S)N(CCN(C)C)C(C)c1ccccn1 (stereo not given) | 3 | 8 | -34 | -2 | -1 | 12 | -10 | -0.1 | -15 | -6
COc1cc(COC(=O)c2cnc(C)cn2)c(OC)cc1Br | -6 | 10 | -6 | -2 | -6 | 23 | -18 | -0.1 | -3 | -8
Cc1ccc2[nH]c3c(c2c1)CCCC3=O | 0 | 8 | 13 | -4 | 8 | 2 | 2 | 1.9 | -8 | 20
Cc1cccc([C@@H]2[C@@H]3C(=O)N(Cc4ccccc4)C(=O)[C@@H]3[C@]3(C)C(=O)N(c4ccc(C(F)(F)F)cc4)C(=O)N23)c1 | 0 | -3 | -41 | 7 | 7 | 31 | 7 | -0.3 | 4 | 2
CCOC(=O)c1sc(C)c(C(N)=O)c1NC1=NCCCCC1 | -2 | 20 | 15 | 3 | 4 | 26 | 12 | -0.4 | -9 | -15
CCC1SC2=NC(C)=C(C(=O)OCCOC)C(/C=C/c3ccccc3OC)N2C1=O (stereo not given) | 2 | -21 | -1 | -4 | 4 | 28 | -20 | -0.2 | 13 | -1
COc1ccc(CNc2ncnc3sccc23)cc1OC | -7 | 4 | -5 | -4 | 3 | 34 | -18 | 0.0 | -6 | 7
O=C1CC(c2ccccc2)CN1C(=O)c1cncc(Br)c1 (stereo not given) | -1 | -5 | -21 | -2 | -1 | 33 | -6 | -0.5 | 1 | 1
COc1ccc(CC(=O)N(C)Cc2ccc(Cl)cc2)cc1S(=O)(=O)N1CCOCC1 | · | 15 | -115 | 5 | · | 135 | · | -0.2 | -4 | -12
CN(C(=O)COc1ccc2ccc(=O)oc2c1)C1CCS(=O)(=O)C1 (stereo not given) | 2 | -13 | -5 | -2 | 4 | -3 | -12 | -0.1 | 6 | -1
O=C(CC1C(=O)NCCN1Cc1ccccc1C(F)(F)F)NC1CCC1 (stereo not given) | 2 | 6 | -3 | -4 | 0 | -4 | -11 | 0.3 | 13 | 0
CC(C)(C)c1ccc(/C=N/NC(=O)Cc2c[nH]c3ccccc23)cc1 | 1 | 15 | 34 | 6 | 0 | -17 | -14 | 0.0 | 9 | 4
COc1ccc(Cl)cc1NC(=O)CN(C)C(=O)Cc1ccc2c(c1)CCC2 | 0 | 22 | 9 | 7 | 9 | 17 | -5 | -0.4 | 19 | -2
COc1ccc(/C=N/NC(=O)CSc2nnc(C)n2-c2ccccc2)c(OC)c1OC | -2 | 2 | -1 | -5 | -3 | 12 | -38 | 0.0 | -3 | 0
Cc1ccc(NC(=O)c2ncc(Cl)c(Cl)c2Cl)cc1C | 3 | 42 | -164 | 22 | 0 | -2 | -2 | 1.7 | -3 | -9
COC(=O)CCC(=O)Nc1ccc(NC(C)=O)cc1 | -4 | -3 | 16 | -3 | 0 | 26 | 10 | 0.9 | 0 | 1
Fc1ccccc1-c1n[nH]c(=S)n1/N=C/c1c[nH]c2ccccc12 | -3 | -2 | 32 | -4 | -3 | 0 | -23 | 0.0 | 7 | 0
CN1CCC(=NNc2ncnc3sc4c(c23)CCCC4)CC1 | 2 | -4 | -82 | -5 | 0 | 14 | -42 | 0.8 | 9 | -12
C=CCSc1nncn1/N=C/c1ccc(OC)cc1 | -1 | 36 | -99 | 15 | 4 | 11 | -131 | 4.3 | 4 | -7
COc1cccc(-c2csc(/C(C#N)=C/Nc3cc4oc5ccccc5c4cc3OC)n2)c1 | -1 | 12 | -4 | 4 | -4 | 19 | -5 | -0.6 | 1 | -1
CCOC(=O)Cn1nnnc1CN(Cc1ccc(OC)cc1)Cc1cc2cc(C)cc(C)c2[nH]c1=O | 1 | -29 | 24 | -14 | -1 | 31 | 1 | 0.2 | 3 | -2
C/C(=N\NC(=O)c1cc(C)oc1C)c1ccc(N2CCOCC2)cc1 | 1 | 16 | -12 | 0 | 4 | 20 | -4 | 1.2 | 0 | -8
COc1cc([N+](=O)[O-])cc(CN2CCCCC2)c1O | 4 | 4 | 25 | -3 | 1 | 10 | -2 | -0.7 | 1 | 4
COCCNC(=O)CSc1ccccc1C(=O)O | 7 | 15 | 9 | -4 | 3 | 12 | -5 | -0.4 | 3 | 2
CN1C[C@@H]2C[C@@H](C3=Cc4cc(Cl)ccc4OC3)N3CCC[C@@]23C1=O | 2 | · | 12 | · | -3 | -1 | -37 | -0.1 | -1 | 0
CC1CCC(NC(=O)COC(=O)CCC(=O)c2ccc(Cl)s2)CC1 (stereo not given) | · | 3 | -4 | -1 | · | 22 | · | -0.4 | -6 | 1
Cc1ccc(O)c(CO)n1 | -2 | 11 | -9 | 1 | 1 | 7 | -19 | 0.4 | 2 | 1
COc1cc2c(cc1OC)CN(C(=O)CCc1c[nH]c3ccccc13)[C@H](C(=O)O)C2 | -3 | -1 | 22 | -1 | -4 | 0 | -31 | -1.1 | 9 | 10
Cc1cc(C)c(NC(=O)C2CCCN2CCOC(=O)c2ccccc2)c(C)c1 (stereo not given) | -4 | 32 | -9 | 12 | 3 | -7 | -22 | -0.1 | 1 | 2
CCCc1nnc(NC(=O)CCC(=O)N2CCCCC2)s1 | 1 | 17 | 3 | 8 | 8 | 25 | 16 | 0.2 | 0 | -6
Cc1cc(C)c(C(=O)C(C)OC(=O)C2=COCCO2)cc1C (stereo not given) | -1 | 9 | -3 | -3 | 1 | 15 | -36 | 0.5 | -12 | 12
O=C(CCC1CCCCC1)NCCN1C2=NC[C@H](Cc3ccc(O)cc3)N2C[C@H]1Cc1ccc(O)cc1 | 0 | 8 | 15 | 6 | 0 | 35 | 6 | -0.3 | -3 | 0
CCOC(=O)c1cccc(NC(=O)COc2nsnc2N2CCOCC2)c1 | 1 | 21 | -10 | 9 | -2 | · | 8 | -11 | -13 | -4
O=C(Nc1ccc(Cl)c([N+](=O)[O-])c1)c1ccncc1 | 1 | -3 | -24 | -8 | 5 | 42 | -6 | 0.7 | -4 | 1
Cc1ccc(C)c(NC(=O)c2ccc(N(C)S(C)(=O)=O)cc2)c1 | -3 | -6 | -17 | -6 | -3 | 7 | -25 | -0.6 | -3 | 2
Cc1ccc(Cn2cnc3c(cnn3C(C)(C)C)c2=O)cc1 | -2 | -24 | 5 | -11 | -3 | -1 | -7 | -1.1 | -8 | -4
COc1ccc(C(=O)c2c(-c3ccsc3)oc3ccc(-c4ccc(OC)cc4)cc23)cc1 | · | 0 | -5 | -5 | · | 15 | · | 0.7 | -9 | 1
Cc1ccc(CN2CCN(Cc3ccccc3-c3ccco3)CC2CCO)o1 (stereo not given) | 4 | 1 | 1 | -9 | 3 | 18 | -22 | 2.0 | -3 | 9
CC(=O)NC(Cc1ccccc1)C(=O)N1CCN(C(=O)c2cccs2)CC1 (stereo not given) | -3 | -13 | -3 | -10 | 2 | 11 | -22 | -0.3 | -8 | -11
Cc1nnc(SCC(=O)NNC(=O)c2ccc(Br)cc2)n1C | 1 | -1 | -10 | -6 | 4 | 11 | 11 | -0.1 | -17 | -6
CCC(C)[C@H](NC(=O)C1CCC(CNC(=O)[C@@H]2CCCN2C(=O)OC(C)(C)C)CC1)C(=O)O (stereo not given in full) | -2 | 7 | -6 | -2 | 0 | 29 | -30 | 0.6 | 2 | -7
Cc1cc(C(=O)COC(=O)CNC(=O)c2ccco2)c(C)n1Cc1ccco1 | 9 | -4 | -23 | -3 | 1 | -2 | -22 | 0.0 | 3 | -7
COC1OC(CO)C(O)C(O)C1O (stereo not given) | -2 | -3 | 24 | -1 | 3 | 21 | -8 | -0.1 | 0 | -3
Cc1ccc(OCCC(=O)OCC(=O)N2c3ccccc3NC(=O)C2(C)C)cc1 | · | 0 | 4 | 9 | · | ? | · | 0.9 | -52 | -10
COc1ccc(NC(=O)C2C3C=CC(O3)C2C(=O)O)cc1 (stereo not given) | -2 | -3 | -5 | -8 | -8 | 21 | -41 | 1.9 | -1 | -2
CCOc1cccc(C(=O)Nc2cccc(C(C)=O)c2)c1 | 0 | 45 | -151 | 42 | 6 | 7 | -62 | 1.4 | -9 | 11
O=C(C1=C[C@@H](c2ccc(Br)cc2)C[C@@H](OCc2ccc(CO)cc2)O1)N1CCOCC1 | -4 | -11 | 7 | 0 | -7 | 6 | 3 | 0.6 | -2 | 2
Cc1cccc(CCNC(=O)c2cc(=O)[nH]c3ccc(Br)cc23)c1 | 1 | 3 | 7 | 1 | -6 | 1 | -5 | 0.0 | 0 | 7
COCCCNC(=O)CCn1c(=O)c2ccccc2n(CC(=O)Nc2ccccc2C)c1=O | 1 | 21 | 5 | 1 | 9 | 27 | -11 | 0.3 | 0 | -2
O=C1c2cccnc2C(=O)N1CO | -1 | 43 | -5 | 14 | -1 | 16 | 8 | 0.4 | -6 | 1
O=C(COC(=O)Cc1c[nH]c2ccccc12)NC1CCS(=O)(=O)C1 (stereo not given) | · | -18 | 10 | -5 | · | 20 | · | -0.1 | 2 | -6
CCOC(=O)N1CCN(C(=O)c2cc(-c3ccc(F)cc3)[nH]c2C)CC1 | 1 | 8 | 14 | 5 | -6 | 19 | 2 | -0.1 | 1 | -8
Cc1cc(C)n(-c2nc3c(c(=O)n(C)c(=O)n3C)n2C)n1 | -2 | -12 | -8 | 1 | 5 | 30 | -15 | -0.3 | 2 | 3
CC(Sc1nc(-c2ccccc2)cc(C(F)(F)F)n1)C(=O)N1CCCC1 (stereo not given) | -1 | 2 | -20 | -3 | -3 | -1 | 4 | -0.1 | -1 | 12
CCN(C(=O)COC(=O)c1cn(-c2ccccc2)nc1-c1ccccc1)C1CCS(=O)(=O)C1 (stereo not given) | -2 | 1 | -1 | 0 | 0 | 12 | -21 | 0.3 | -1 | 1
O=Cc1cn(CCOc2ccccc2F)c2ccccc12 | 1 | 20 | -33 | 9 | 3 | -16 | -28 | 2.3 | 8 | 17
